Source: PubChem (several laboratories)
p97 ATPase inh = blocks human p97 ATPase activity; recombinant p97 ATPase, Kinase-Glo ATP luminescence, 3 h; 220,000 compounds, 0.42% hits; inhibition, % at 8 µM; in the data active means inhibition above about 15%;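 further: 0% = DMSO vehicle and 100% = wells lacking enzyme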
Target sequence (P55072 whole entry, looked up): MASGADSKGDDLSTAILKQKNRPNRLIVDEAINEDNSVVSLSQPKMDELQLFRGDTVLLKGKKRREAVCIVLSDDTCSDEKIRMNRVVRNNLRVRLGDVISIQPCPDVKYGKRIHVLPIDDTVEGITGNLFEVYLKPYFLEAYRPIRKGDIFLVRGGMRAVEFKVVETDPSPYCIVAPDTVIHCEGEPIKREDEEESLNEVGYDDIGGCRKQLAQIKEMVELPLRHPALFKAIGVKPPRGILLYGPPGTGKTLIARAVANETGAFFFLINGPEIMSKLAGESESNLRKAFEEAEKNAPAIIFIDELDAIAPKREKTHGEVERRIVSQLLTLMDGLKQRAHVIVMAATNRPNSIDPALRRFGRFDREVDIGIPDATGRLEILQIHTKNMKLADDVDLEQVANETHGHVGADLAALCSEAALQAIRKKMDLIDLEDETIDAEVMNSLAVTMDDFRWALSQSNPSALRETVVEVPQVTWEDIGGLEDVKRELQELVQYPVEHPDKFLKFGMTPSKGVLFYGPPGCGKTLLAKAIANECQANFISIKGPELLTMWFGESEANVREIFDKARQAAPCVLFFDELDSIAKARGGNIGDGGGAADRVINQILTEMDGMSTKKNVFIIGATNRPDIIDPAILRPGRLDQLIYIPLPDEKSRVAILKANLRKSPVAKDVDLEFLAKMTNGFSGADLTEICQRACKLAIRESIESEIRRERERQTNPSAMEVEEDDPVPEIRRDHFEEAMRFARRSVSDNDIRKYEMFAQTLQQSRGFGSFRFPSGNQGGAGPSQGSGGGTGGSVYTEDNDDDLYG
Wee1 stabilizer = blocks degradation of human Wee1 kinase; P30291; HeLa Luc-Wee1K328M stability, luciferase luminescence; 100% = proteasome inhibitor MG132 effect; reporter increase, % at 5 µM; 220,000 compounds, 1.2% hits; AID 1321;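 active means activation above the mean of all tested compounds plus 3 SD, set per screening run, cut at about 8.8% in these data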;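 further: cells exposed to compound for 20 h before luminescence read; 0% = DMSO alone and 100% = MG132 at 30 µM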
FXIIa inh = blocks human coagulation factor XIIa protease activity. purified FXIIa, Boc-QGR-AMC fluorogenic substrate, 2 h. 220,000 compounds, 0.3% hits. inhibition, % at 5 µM. P00748; in the data active means inhibition above about 40%;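 further: 0% = enzyme with no compound and 100% = blank without enzyme; many of its hits are not listed in these tables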
Rad51 HR inh = blocks human Rad51 in homologous recombination. 200,000 compounds, 0.085% hits. Q06609. hRad51 DNA strand exchange, fluorescence dequenching. inhibition, % at 10 µM;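 active means inhibition above 40% at the single screening dose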;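 further: 0% = DMSO control wells and 100% = blanks with heterologous ssDNA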
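Read-out basis: percent inhibition relative to plate controls and blanks / Assay system: human Rad51 nucleoprotein filaments preassembled on unlabelled ssDNA / Timing: filaments 15 min 37 °C, then compound 30 min / Control set: per-plate controls and blanks / Technique: fluorescence dequenching at 485/520 nm / Compound: 10 µM final, single point / Also added: Fluorescein- and BHQ1-tagged 47-mer duplex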
14-3-3 Bad PPI = disrupts binding of bovine 14-3-3 zeta to phospho-Bad peptide; P63103; TR-FRET 14-3-3zeta/Dy647-pBad peptide displacement, 1 h; inhibition, % at 21.7 µM; 220,000 compounds, 0.71% hits;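 active means inhibition above about 70%, limit read from the data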;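 further: 0% = full 14-3-3 plus peptide FRET controls and 100% = background without 14-3-3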
hK5 inh = inhibitors of human kallikrein 5; Q9Y337; recombinant hK5, fluorogenic AMC substrate cleavage; inhibition, % at 5 µM; 210,000 compounds, 0.59% hits; AID 873;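 active means inhibition of 40% or more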;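 further: 0% = enzyme controls without compound and 100% = no-enzyme blanks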
Target sequence (Q9Y337 67-293 limits assumed): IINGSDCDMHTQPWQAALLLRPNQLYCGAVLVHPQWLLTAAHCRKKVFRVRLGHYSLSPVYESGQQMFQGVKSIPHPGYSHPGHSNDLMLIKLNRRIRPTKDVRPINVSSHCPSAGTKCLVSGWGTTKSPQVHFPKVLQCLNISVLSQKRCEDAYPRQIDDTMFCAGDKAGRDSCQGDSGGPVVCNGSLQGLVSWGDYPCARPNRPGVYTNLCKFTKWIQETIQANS
eIF4E 4G PPI = eIF4E/eIF4G interaction inhibition in translation initiation | AID 782 | 220,000 compounds, 0.37% hits | P63073+Q04637 | TR-FRET eIF4E-eIF4GI(517-606) binding, 2 h | inhibition, % at 21.7 µM;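 active means inhibition above about 30%, limit read from the data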;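 further: 0% = full FRET control wells and 100% = background wells lacking eIF4GI fragment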
MDM2 E3 inh = Mdm2 E3 ligase (human) inhibition. Q00987. cell-based MDM2 ubiquitination luciferase reporter, 2 h; 0 = plate control, 100 = twice control, blank-subtracted. signal enhancement, % at 5 µM. 210,000 compounds, 0.11% hits;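 active means signal enhancement of 30% or more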;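 further: luminescence tracks abundance of the self-degrading MDM2-luciferase fusion protein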
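Timing – 2 h compound exposure at 37 °C · Assay system – mammalian cells stably expressing self-ubiquitinating, self-degrading MDM2 E3–luciferase fusion · Amount – 2000 cells seeded into each well · Measure – % luminescence enhancement versus blank-corrected plate control mean · Measured by – SteadyLite luminescence, 15 min reagent step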
FXIa inh = factor XIa (human) inhibition. purified FXIa, Boc-Glu-Ala-Arg-AMC fluorogenic substrate. inhibition, % at 5 µM. 220,000 compounds, 0.14% hits;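 active means inhibition of at least 40%; inactive means inhibition below 40%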;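 further: fluorescence of freed AMC excited at 355 nm; 0% = enzyme without compound and 100% = no enzyme blank; many of its hits are not listed in these tables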
Starred values were filed as active, the others as inactive; nt = no result given; [ ] = remark or other dose.

SMILES	p97 ATPase inh	Wee1 stabilizer	FXIIa inh	Rad51 HR inh	14-3-3 Bad PPI	hK5 inh	eIF4E 4G PPI	MDM2 E3 inh	FXIa inh
Cn1c(=O)c2c(nc(NCCc3ccccc3)n2Cc2ccccc2)n(C)c1=O	2	1	-6	7	-9	0	3[fluorescence artefact?]	-15	-4
CC(NC(=O)Cc1cccs1)C(c1cccs1)N1CCN(c2ccccc2F)CC1 (stereo not drawn)	2	2	12	-5	7	4	2	-10	-3
Cc1cc(NS(=O)(=O)c2ccccc2)c(C)c(Cl)c1O	nt	nt	11	-1	2	-12	0	0	2
C=CCNC(=S)NNC(=O)c1cccn(Cc2cccc(Cl)c2)c1=O	-9	0	-2	-2	-5	-56	2	-11	8
CCNC(=O)COC(=O)/C=C/c1cccs1	4	4	8	3	-8	-20	-4	-11	1
COc1cnc(-c2cccc(C(F)(F)F)c2)nc1OC	4	5	10	-9	-11	-9	1	-4	2
CCCCCOC(=O)c1ccc(N2C(=O)C3C4C=CC(C4)C3C2=O)cc1 (stereo not drawn)	-4	-1	10	6	-8	-12	-3	-13	1
CCCC(=O)Nc1cc(C)c(NC(=O)c2ccccn2)cn1	-6	4	14	-2	-1	8	-6	6	2
Cc1cc(C(N)=O)c2ccccc2n1	1	-1	16	-7	1[fluorescence artefact?]	23	11[fluorescence artefact?]	-4	7
COc1cc2c3nnc(-c4ccc(F)cc4)c-3cn(Cc3ccccc3)c2cc1OC	6	2	16	-5	11	-1	-6	-31	3
O=C(C1=C[C@H](c2ccc(C(F)(F)F)cc2)C[C@H](OCCCCO)O1)N1CCOCC1	2	-1	9	1	-7	5	5	nt	2
COc1ccc(CNC(=O)COC(=O)c2n[nH]c3ccccc23)cc1	2	0	9	0	-11	-5	3	-19	-1
Fc1ccc(N2Cc3ccsc3C=N2)cc1	2	3	0	2	-10	-3	4	-7	-4
COc1ccc(C(=O)NNC(=O)Cc2ccc([N+](=O)[O-])cc2)cc1	3	1	4	-7	-3	-7	2	-7	0
Cc1ccc(NC(=O)C2CC(=O)N(C(C)C)C2)cc1Cl (stereo not drawn)	-4	3	14	-4	8	24	0	-11	13

Quoted from the listing.
hK5 inh with COc1cnc(-c2cccc(C(F)(F)F)c2)nc1OC = -9
FXIIa inh with O=C(C1=C[C@H](c2ccc(C(F)(F)F)cc2)C[C@H](OCCCCO)O1)N1CCOCC1 = 9

Following part
SMILES	p97 ATPase inh	Wee1 stabilizer	FXIIa inh	Rad51 HR inh	14-3-3 Bad PPI	hK5 inh	eIF4E 4G PPI	MDM2 E3 inh	FXIa inh
O=C(C[n+]1cc(-c2ccc(Cl)cc2)n2c1CCC2)Nc1nc(-c2ccc(F)cc2)cs1	10	-1	7	nt	11	4	0	-7	3
COc1ccc(/C=N/NC(=O)C2C3CCCCC32)cc1OC (stereo not drawn)	1	1	2	8	-6	-9	-1	-9	-6
CC(C)NC(=O)c1nn(C)c2ccccc12	5	0	-2	-2	-12	-26	2	3	-4
CCOC(=O)c1ccc(NC(=O)Cn2nnc(-c3ccccc3C)n2)cc1	-5	5	6	3	23	-10	-10	-15	-2
O=S(=O)(CCN1CCN(c2ccccn2)CC1)c1ccc(F)cc1	-7	-1	8	15	-3	-7	0	1	-5
CCOC(=O)c1c(C)n(CC(O)CN(C)C)c2cc(Br)c(OC)cc12 (stereo not drawn)	2	-1	6	25	-3	-4	0	-7	-4
CC(C)(C)c1nnc(NC(=O)NS(=O)(=O)c2ccccc2)s1	-1	-2	11	-8	57	-15	0	-15	-1
Nc1c(C(=O)c2ccccc2)sc(Nc2ccccc2)c1S(=O)(=O)c1ccccc1	1	0	16	5	-7	-10	8	4	9
CCOc1ccc2nc(-c3ccc(OC)c(OC)c3)cc(C(=O)O)c2c1	-2	-1	17	-1	13	-15	-5	-29	3
CCc1[nH]nc(C(=O)N2CCCC(CNS(=O)(=O)c3cccs3)C2)c1C (stereo not drawn)	-5	-1	5	-32	-8	-2	3	-2	-6
O=C(/C(=N\Nc1ccc([N+](=O)[O-])cc1)Sc1nnnn1-c1ccccc1)c1ccccc1	-5	1	13	nt	-7	-21	5[fluorescence artefact?]	nt	2
CCN(CC)C(=O)CSc1nnc(-c2ccco2)n1N	0	-2	7	-6	-7	2	3	-18	-2
NC(=O)C1CCN(c2cc(N3CCOCC3)ccc2[N+](=O)[O-])CC1	0	8	2	4	-3	-1	0	-13	-5
CCCCOc1ccc(C(=O)NCC(=O)NCC(=O)OCC)cc1	2	-2	-14	-2	0	-7	2	-16	-17
O=c1cc(NC2CCCCCC2)[nH]c(=O)[nH]1	4	-1	8	nt	-3	-20	3	12	-4
COC(=O)c1sccc1NC(=O)c1csc(C)c1	0	1	-2	-11	2	2	-4	-16	4
COC(=O)C1=C(C)NC2=C(C(=O)CC(C)(C)C2)C1c1cn(Cc2ccc(Br)cc2)nc1-c1ccccc1 (stereo not drawn)	7	4	3	-3	-11	-57	-11	-27	2
CC(NC(=O)C1CCN(S(=O)(=O)c2cc([N+](=O)[O-])ccc2Cl)CC1)c1ccccc1 (stereo not drawn)	6	-3	10	2	1	-16	6	1	5
Cc1ccc(NC(=O)CSCC#N)cc1	-2	0	15	-9	-7	13	2	-20	1
O=C1c2ccncc2C(=O)N1c1cccc(Cl)c1	-1	3	7	2	-12	1	-1	-26	3
C=C(C)c1cccc(C(C)(C)NC(=O)NCC2CCCO2)c1 (stereo not drawn)	-7	0	12	-2	6	11	-1	-20	2
CCC(C)[C@H](NC(=O)N1CCCCC1)C(=O)OC (stereo partly drawn)	10	2	2	nt	-6	-2	1	-3	-1
C=CCn1c(SCC(=O)Nc2nccs2)nnc1-c1ccco1	-1	-2	8	-2	14	-8	-1	9	4
CC(C)=CCCC(C)CN(C)CCc1ccccn1 (stereo not drawn)	1	-1	8	-3	49[fluorescence artefact?]	-11	-4[fluorescence artefact?]	-22	-7
[O-][n+]1c2ccc3nonc3c2nn1-c1ccccc1Cl	3	4	15	nt	-1	6	-5	12	7
COc1cc(-c2cc(C(=O)Nc3c(Cl)cc(Cl)cc3Cl)c3ccccc3n2)cc(OC)c1OC	2	0	4	0	-1	-19	2	-1	1
CC(C)CCCC(C)NS(=O)(=O)Cc1ccccc1 (stereo not drawn)	-3	-2	8	-2	-2	-5	8	-39	2
Cc1nn(Cc2c(F)c(F)c(F)c(F)c2F)c(C)c1NC(=O)c1c([N+](=O)[O-])c(C)nn1C	-1	1	12	6	5	-15	9	14	5
COc1ccccc1NC=C1C(=O)OC2(CCCCC2)OC1=O	3	-1	-5	8	-16	-23	10	-12	-2
CCOC(=O)c1ccc(NC(=O)CSc2nnc(-c3cccs3)n2C)cc1	-3	0	4	3	9	-16	0	-9	1
NC1=NC[C@H](Cc2ccc(O)cc2)N1CCc1cc(C(F)(F)F)cc(C(F)(F)F)c1	nt	nt	8	-2	-6	2	2	-3	2
COCCNC(=O)C(=O)N/N=C/c1ccccc1C(F)(F)F	-5	-2	13	-6	0	-8	3	3	6
O=C(Nc1ccccc1O)c1cc(S(=O)(=O)N2CCOCC2)c(Cl)cc1Cl	-5	9	15	5	7	-10	5	-15	2
CCOc1ccc(C(C)=O)cc1COC(=O)C1=COCCO1	1	-2	10	3	1	-14	-24[fluorescence artefact?]	-4	-9
O=C(N/N=C/C=C\c1ccc([N+](=O)[O-])cc1)c1cccnc1	-2	1	6	-12	-15	-1	-5	1	0
Cc1ccc(-n2nnnc2-c2ccco2)cc1	0	1	13	3	-9	-10	3	0	7
O=C(Nc1cccnc1Cl)c1noc2c1CCc1ccccc1-2	-2	-2	-3	0	2	-10	2	-15	-3
Cc1ccc(S(=O)(=O)N(C)C)cc1NC(=O)C(C)OC(=O)c1ccc2c(c1)OCCO2 (stereo not drawn)	-5	-1	16	28	-5	8	-13	nt	15
COc1ccc(C(=O)N/N=C/c2ccc(OC)c(CN3CCCc4ccccc43)c2)cc1	2	-2	11	-2	-22	-8	-6[fluorescence artefact?]	10	6
O=C(Cn1cnc2ccccc21)Nc1cccc([N+](=O)[O-])c1	5	-1	6	-1	-1	-7	0	-11	-2
COCCCNC(=O)C(Cc1ccccc1)NS(=O)(=O)c1ccc2c(c1)c(=O)n(C)c(=O)n2C (stereo not drawn)	1	-2	9	-4	29	-20	-3	-7	7
O=[N+]([O-])c1ccc(N2CCN(CCOc3nonc3-c3ccccc3)CC2)c(Cl)c1	0	0	26	6	0[fluorescence artefact?]	7	-9[fluorescence artefact?]	-2	6
Cc1ccc2c(Cl)cc(Cl)c(OCC(=O)OCC(=O)Nc3ccc(C#N)cc3)c2n1	7	-2	5	nt	-28[fluorescence artefact?]	-4	1	-7	-3
COc1ccc(C(=O)N/C(=C\c2ccc3c(c2)OCO3)C(=O)NCCc2nc3ccccc3[nH]2)cc1	-6	-3	-1	-3	12	-16	7	-8	-8
O=C(Nc1ccc2nc3n(c(=O)c2c1)CCCCC3)c1ccccn1	4	0	16	2	-1	1	-1[fluorescence artefact?]	-34	11

Gathered by group: the entries above with a furan ring, fused or not.
SMILES	p97 ATPase inh	Wee1 stabilizer	FXIIa inh	Rad51 HR inh	14-3-3 Bad PPI	hK5 inh	eIF4E 4G PPI	MDM2 E3 inh	FXIa inh
CCN(CC)C(=O)CSc1nnc(-c2ccco2)n1N	0	-2	7	-6	-7	2	3	-18	-2
C=CCn1c(SCC(=O)Nc2nccs2)nnc1-c1ccco1	-1	-2	8	-2	14	-8	-1	9	4
Cc1ccc(-n2nnnc2-c2ccco2)cc1	0	1	13	3	-9	-10	3	0	7

The listing continues:
SMILES	p97 ATPase inh	Wee1 stabilizer	FXIIa inh	Rad51 HR inh	14-3-3 Bad PPI	hK5 inh	eIF4E 4G PPI	MDM2 E3 inh	FXIa inh
COc1ccc(NC(=O)NCCC2=CCCCC2)cc1	10	0	3	-17	-11	-4	4	-23	-2
CC(C)=NNC(=O)C1=NNC(=O)C1	2	-2	9	-1	-3	-1	-2	-8	-1
CCCCCCc1cc2cc(S(=O)(=O)c3ccc(C)cc3)c(=O)oc2cc1O	5	2	-34	-1	-11[fluorescence artefact?]	-44	2	nt	-20
Cc1ccc2nc(-c3cccc(N)c3)oc2c1	-12	-1	14	0	-4[fluorescence artefact?]	-4	-2	-8	-8
O=C(Cc1cn2ccsc2n1)NCCc1ccc(F)cc1	-3	-1	4	-3	-13[fluorescence artefact?]	-8	-9	-3	1
CCOCCCN1CN(Cc2ccccc2)CNC1=S	-2	2	3	6	0[fluorescence artefact?]	-7	1	-12	-11
O=[N+]([O-])c1ccc2[nH]c(O)c(N=NC(=S)Nc3cccnc3)c2c1	6	-4	15	2	33	-4	-13	nt	2
COc1cccc(-c2cc(C(F)(F)F)nc(NCc3ccco3)n2)c1	-6	-1	12	-7	11	16	-3	-8	2
CC1(C)Cc2nc3scc(NC(=O)c4ccccc4)c3cc2CO1	-2	4	5	9	-6	-2	-5	-14	-3
Cc1ccc(C)c2[nH]c(=O)c(CN(Cc3nnnn3C3CCCCC3)CC3CCCO3)cc12 (stereo not drawn)	0	9.8*	41*	-5	-2	-10	5[fluorescence artefact?]	-17	6

No enrichment for hits. Share with any hit: about 3.5%.
